# NR3A LBD binder: modulators (binders) of human NR3A ligand-binding domain; NR3A LBD differential scanning fluorimetry, Tm shift; 0% = protein alone, 100% = glycine-bound protein; Tm shift relative to glycine control, % at 25 µM; 2.5% of 340,000 active;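 active means melting temperature shift of at least 10% of the positive control shift, at one fixed dose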
# SENP1 FRET inh: SENP1 (human) catalytic domain inhibition; recombinant SENP1 catalytic domain, CyPet-SUMO1-YPet FRET cleavage; inhibition, % at 10 µM; 0.21% of 360,000 active;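 active means inhibition at least 30% at 10 µM, raw YFP signal under a set limit, fluorescence ratio 0.5 to 1.5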;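 further: 0% = enzyme with DMSO and 100% = no enzyme wells; some results filed as inactive read as strong as hits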
# Target sequence (Q9P0U3 419-644 limits assumed): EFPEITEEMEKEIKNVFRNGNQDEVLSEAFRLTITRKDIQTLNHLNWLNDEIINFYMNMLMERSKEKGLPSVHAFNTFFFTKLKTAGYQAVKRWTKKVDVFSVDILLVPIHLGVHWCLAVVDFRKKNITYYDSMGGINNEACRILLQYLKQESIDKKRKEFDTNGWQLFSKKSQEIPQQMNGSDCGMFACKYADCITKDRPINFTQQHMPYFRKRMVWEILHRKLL
#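 Test system: recombinant human SENP1 catalytic domain, His6-tagged / Medium: pH 8 Tris buffer with EDTA, NaCl, BME, BSA, NP40, catalase / Also added: SUMO1 FRET substrate flanked by Cypet and Ypet, 25 nM / Times: 50 min reaction at room temperature / Signal: FRET, CFP and YFP emission / Control set: no-enzyme low control and enzyme-plus-DMSO high control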
# hIAP act: increases human intestinal alkaline phosphatase activity; P09923; purified human IAP, CDP-Star luminescence, 30 min; stronger effect = higher value; 1 = vehicle-only enzyme, 0 = enzyme-free background; activation factor at 10 µM; 0.16% of 330,000 active;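 active means activation factor of the enzyme at least 2-fold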; further: the source names both 10 and 20 µM as test concentration; values of inactives mirror those of a sister screen read the other way
# Target sequence (P09923 whole entry, looked up): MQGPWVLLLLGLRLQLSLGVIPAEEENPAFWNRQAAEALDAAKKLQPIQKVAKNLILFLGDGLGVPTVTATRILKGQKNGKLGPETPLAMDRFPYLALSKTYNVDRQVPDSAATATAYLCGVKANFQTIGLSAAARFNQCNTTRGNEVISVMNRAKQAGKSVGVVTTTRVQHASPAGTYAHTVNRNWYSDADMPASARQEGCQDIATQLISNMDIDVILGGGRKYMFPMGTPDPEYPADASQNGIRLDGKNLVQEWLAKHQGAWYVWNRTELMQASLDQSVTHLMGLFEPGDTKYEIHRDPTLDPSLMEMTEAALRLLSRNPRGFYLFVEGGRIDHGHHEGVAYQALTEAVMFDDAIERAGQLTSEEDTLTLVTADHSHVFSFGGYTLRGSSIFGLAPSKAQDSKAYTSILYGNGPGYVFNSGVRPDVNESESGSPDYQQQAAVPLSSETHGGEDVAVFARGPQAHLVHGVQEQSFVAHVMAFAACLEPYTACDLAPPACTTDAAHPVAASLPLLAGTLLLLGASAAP
# ATG4B inh: blocks human ATG4B protease cleavage of LC3 substrate; AID 504462; ATG4B cleavage of LC3-PLA2, NBD-HPC fluorescence, 1 h; 0.51% of 340,000 active; inhibition, % at 8.33 µM; Q9Y4P1; in the data active means inhibition above about 40%
# SENP6 inh: SENP6 protease inhibition. Recombinant SENP6 catalytic domain, aminoluciferin luminescence. AID 2599. 1.8% of 330,000 active. inhibition, % at 10 µM;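 active means inhibition above about 50% at the single tested dose, limit read from the data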;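 further: plate controls were DMSO wells with enzyme for no effect and DMSO wells lacking enzyme for full effect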
# PfGluPho inh: PfG6PD (Plasmodium falciparum) enzyme inhibition; PfGluPho enzyme, NADPH resazurin-diaphorase fluorescence; inhibition, % at 20 µM; 0.78% of 350,000 active; AID 504690;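 active means inhibition reaching at least a set limit at 20 µM in the primary screen, cut at about 59% in these data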;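 further: 0% = DMSO wells with substrate and 100% = DMSO wells lacking glucose-6-phosphate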
# SENP8 inh: SENP8 (human) protease inhibition. 0.64% of 360,000 active. inhibition, % at 20 µM. recombinant SENP8, Nedd8 substrate fluorescence; in the data active means inhibition mostly above about 40%, no sharp cut-off; inactive means mostly below about 27%
# Target sequence (Q96LD8 whole entry, looked up): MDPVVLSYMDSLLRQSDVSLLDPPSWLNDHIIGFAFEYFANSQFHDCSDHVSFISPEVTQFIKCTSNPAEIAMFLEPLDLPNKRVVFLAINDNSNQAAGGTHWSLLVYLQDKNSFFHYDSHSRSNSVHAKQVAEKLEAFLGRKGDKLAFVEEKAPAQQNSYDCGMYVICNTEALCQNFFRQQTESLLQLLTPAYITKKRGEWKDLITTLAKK
# MPTP inh: permeability transition pore inhibition. inhibition, % at 10 µM. isolated mouse mitochondria, Ca2+ swelling absorbance, 30 min. 1.4% of 360,000 active. AID 602449;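 active means inhibition of 50% or more, scaled per plate between neutral and stimulator controls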;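 further: 0% = DMSO wells given calcium and 100% = 1 mM EGTA wells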
# Starred values were filed as active, the others as inactive; i = inactive; nt = not tested or not shown. Rows are unselected. Share with any hit: about 6.7%.
MPTP inh,ATG4B inh,NR3A LBD binder,SENP6 inh,hIAP act,SENP8 inh,SENP1 FRET inh,PfGluPho inh,SMILES
1.6,2,0,2,0.99,17,1,15,Cc1ccccc1N(C(=O)Cn1nnc2ccccc21)C(C(=O)NCc1ccco1)c1ccncc1 (configuration not stated)
34,-2,-7,4,0.76,11,1,22,CC1(C)CC(=O)C2=C(C1)NC1=C(C(=O)c3ccccc31)C2c1ccccc1 (configuration not stated)
-0.7,-2,-2,-25,1.2,-24,-1,-5,CCc1ccccc1OCC(=O)N1CCN(c2ncccn2)CC1
0.1,-2,-1,-2,0.86,10,-1,-15,CSc1ncnc2sc(C)c(C)c12
11,-16,-1,-1,0.97,13,1,0,CC12CC(NC(=O)N1c1cccc(C(=O)Nc3ncn[nH]3)c1)c1ccccc1O2 (configuration not stated)
-1.1,-8,-3,0,0.95,5,-1,0,Cc1ccc(NC(=O)CCC(=O)NNC(=O)COc2cccc3ccccc23)c(C)c1
-6.4,12,-4,nt,nt,16,1,-7,COc1cccc(CNC(=O)C2CCN(S(=O)(=O)c3ccc(F)cc3)CC2)c1
0.2,-10,-3,8,1,8,-43,0,CC(=O)N1CCc2c(sc(NC(=O)c3ccc(S(=O)(=O)N(C)C)cc3)c2C#N)C1
-0.6,-2,2,-13,0.89,15,2,4,NC(=O)C[C@H](NC(=O)c1ccc(Cl)cc1)C(=O)OCc1ccccc1
0.6,22,-4,-1,1.1,-249,2,-9,O=C(/C=C/c1cc2c(cc1Br)OCO2)NCc1ccc(F)cc1
-0.5,0,-2,-8,1.1,11,3,-15,CC(C)CN1CN(Cc2ccccc2)CNC1=S
0.6,4,1,13,1.1,10,-3,28,CC1(C)Oc2ccc3ccc(=O)oc3c2/C(=C/NCCO)C1=O
1.7,-9,5,-3,1,-4,3,-3,COc1cccc(-n2nnc3c(=O)n(Cc4c(F)cccc4Cl)cnc32)c1
-0.8,-6,0,-9,0.98,-96,-1,3,Cc1cc(C)c2[nH]c(=O)c(=O)[nH]c2c1
nt,1,1,-16,1.2,nt,nt,3,CC(C)(C)NC(=O)c1ccc(C(=O)NC(C)(C)C)cc1
0.8,3,-4,-9,0.84,9,0,7,COc1ccc(Cl)cc1NC(=O)C(C)N(C)Cc1cccc(Cl)c1Cl (configuration not stated)
0.1,nt,nt,nt,nt,17,1,-1,Cc1ccc(N(CC(=O)N2CCCCCC2)S(C)(=O)=O)cc1
2.0,0,0,-16,0.99,-19,1,0,CC1CC2c3cccc(C(=O)O)c3C(=O)N2c2ccc(Cl)cc21 (configuration not stated)
1.6,5,-1,8,0.85,34,4,-10,CCn1c(O)c(N=NC(=O)c2cccnc2)c2cc(Br)ccc21
-0.9,2,0,-11,1.1,-13,1,-12,COc1cc(C2NC(=O)NC3=C2C(=O)OC3)cc(OC)c1OC (configuration not stated)
69*,-7,2,2,1,9,0,34,CC(C)(C)c1ccc(-c2nnc(SCCC#N)n2C2CCCC2)cc1
-1.3,-14,-1,-2,1.4,25,-1,5,COc1ccc(C(C(=O)Nc2ccc(C(C)C)cc2)N(Cc2ccco2)C(=O)CC2NC(=O)NC2=O)cc1 (configuration not stated)
-1.5,-1,-2,-3,0.96,10,2,15,O=C(N/N=C/c1cccc([N+](=O)[O-])c1)c1ccc(CN2CCOCC2)cc1
0.7,-10,-1,-5,0.96,-483,1,19,CCN1C(=O)[C@H]2[C@@H](c3ccc(-c4ccc(OC)cc4)c(OC)c3)N[C@@](CC(C)C)(C(=O)OC)[C@H]2C1=O
-2.9,-6,-1,-3,0.87,14,8,1,Cc1noc(/C=C/N(C)C)c1S(=O)(=O)N1CCCC(C(=O)NCc2ccc(Cl)cc2)C1 (configuration not stated)
0.7,-7,0,3,1.1,23,0,-20,Cc1cccc(N2N=C(C(=O)O)CCC2=O)c1
6.3,-7,0,5,0.91,-120,-2,-11,Cc1cc2cc(CN(Cc3ccco3)C(=O)C3CCCCC3)c(=O)[nH]c2cc1C
2.6,-8,2,2,0.85,10,1,-3,CCCCOc1ccc(S(N)(=O)=O)cc1
-3.4,11,-3,-13,1,3,2,-10,Cc1ccc2c(CSc3nncn3C)cc(=O)oc2c1C
-1.0,-10,1,16,1,-89,3,-8,CCOC(=O)c1c(NC(=O)c2cc(C(C)C)on2)sc(C(C)=O)c1C

# In another format: 3 of the compounds above.
# Value order: MPTP inh | ATG4B inh | NR3A LBD binder | SENP6 inh | hIAP act | SENP8 inh | SENP1 FRET inh | PfGluPho inh
Cc1noc(/C=C/N(C)C)c1S(=O)(=O)N1CCCC(C(=O)NCc2ccc(Cl)cc2)C1 (configuration not stated)
→ -2.9 | -6 | -1 | -3 | 0.87 | 14 | 8 | 1
Cc1ccccc1N(C(=O)Cn1nnc2ccccc21)C(C(=O)NCc1ccco1)c1ccncc1 (configuration not stated)
→ 1.6 | 2 | 0 | 2 | 0.99 | 17 | 1 | 15
CC1(C)Oc2ccc3ccc(=O)oc3c2/C(=C/NCCO)C1=O
→ 0.6 | 4 | 1 | 13 | 1.1 | 10 | -3 | 28

# More records:
MPTP inh,ATG4B inh,NR3A LBD binder,SENP6 inh,hIAP act,SENP8 inh,SENP1 FRET inh,PfGluPho inh,SMILES
-0.2,1,-3,-20,1.1,-4,0,18,Cc1cccc(C)c1NC(=O)COC(=O)C1CC(=O)N(Cc2ccccc2)C1 (configuration not stated)
0.7,6,-2,-10,1,17,2,-10,Cc1ccc(-n2cc(-c3ccccc3)c3c(=O)[nH]cnc32)cc1
12,1,-1,-34,1,-1,2,0,CCC(C)(C)C1CCC(=NNS(=O)(=O)c2ccc(C)c([N+](=O)[O-])c2)CC1 (configuration not stated)
0.2,-6,0,-3,1.1,-45,0,-4,Cc1cc(OCC(=O)C(C)(C)C)c2c(-c3ccccc3)cc(=O)oc2c1
0.0,-7,0,3,1.2,-5,3,5,Cc1cc(C(=O)N/N=C/c2ccc(Br)o2)n[nH]1
-2.3,0,2,-14,0.98,16,1,-1,COc1ccc(NC(=O)CN2CCN(CC#N)CC2)cc1
0.9,-3,13*,-1,1.1,-284,-29,17,Nc1c(S(=O)(=O)c2ccccc2)c2nc3ccccc3nc2n1/N=C/c1ccco1
-0.8,-4,-1,-7,0.94,14,-1,5,Cc1ccc(C(=O)OCC(=O)N(C)C2CCS(=O)(=O)C2)cc1S(=O)(=O)N1CCOCC1 (configuration not stated)
-1.0,3,-4,4,1.3,i,-20,62*,Cc1c(C(=O)Nc2nc(-c3ccccn3)cs2)oc2ccccc12
0.5,-2,-9,-11,0.86,-3,0,7,O=C(/C=C/c1ccco1)Nc1cccc(S(=O)(=O)N2CCOCC2)c1
7.3,-1,1,-1,1,15,0,-2,CN(C(=O)Nc1cccc(C(F)(F)F)c1)C1CCCCC1
1.0,-3,-5,10,1,5,1,4,CCCCc1n[nH]c2c1C(=O)CC(C)(C)C2
0.3,2,2,7,1.1,19,2,11,COc1ccccc1N1CCN(/N=C/c2ccc(Cl)c([N+](=O)[O-])c2)CC1
0.1,2,2,-18,0.88,0,-1,6,COc1ccc(C(C)NC(=O)CC23CC4CC(CC(C4)C2)C3)cc1 (configuration not stated)
0.3,0,-1,5,0.91,-3,-2,6,Cc1cccc(C(=O)Nc2ccc(N3CCN(S(C)(=O)=O)CC3)cc2)c1
-1.3,-10,-8,9,1.3,-410,-27,-7,O=C(Nc1cccc2nsnc12)c1ccc(F)cc1
-2.1,-7,0,10,1,10,3,-15,Cc1ccc(NC(=O)CS(=O)CC(=O)N(CC(=O)NC2CCCC2)c2ccc3c(c2)OCCO3)cc1 (configuration not stated)
1.2,-6,0,-13,1.1,19,3,5,CC(=O)NCCc1c[nH]c2ccc(OCc3ccccc3)cc12
-0.5,nt,nt,nt,nt,17,2,-11,CNC(=O)C1CN(C(=O)c2cccc(S(=O)(=O)N3CCc4ccccc43)c2)c2ccccc2O1 (configuration not stated)
-0.6,-2,-2,-5,0.92,27,1,17,CC(C)c1ccc2c(c1)C(=O)NC(C)(C)C2
1.3,-24,1,8,1,2,0,16,COC(=O)c1ccc(Cn2c(CN3CCOCC3)nc3ccccc3c2=O)o1
0.9,-3,-1,-14,1.3,23,0,3,O=C(c1ncn[nH]1)N1CCN(c2nc(-c3ccccc3)cs2)CC1
1.5,-4,-2,2,0.87,-3,0,7,Cc1cc2[nH]ncc2cc1NC(=S)NC(=O)c1ccccc1
-0.5,nt,3,nt,nt,-3,-2,28,O=[N+]([O-])c1cccc(COc2cccc(CN3CCOCC3)c2)c1
0.4,-13,0,-18,1.1,14,1,0,COc1cc(CNCCN(C)C)c(Br)cc1OC1CCCC1
-1.5,2,1,3,1.1,10,1,-3,O=C(NCCCN1CCOCC1)c1coc2ccccc2c1=O
-1.6,-7,3,-12,1,20,-2,4,NS(=O)(=O)c1ccc(NC(=O)CSc2nc3c(cnn3-c3ccccn3)c(=O)[nH]2)cc1
6.1,10,-2,0,1.3,11,1,-12,C=CCN1CCN(C(=O)c2oc3ccccc3c2C)CC1
0.6,-1,1,-2,1.2,6,-4,-2,O=C(NC(=S)Nc1cccc2cccnc12)c1ccccc1
-2.3,-4,-2,-8,1.1,2,2,-17,COc1ccc(CC(=O)NCc2nnc(SCC(=O)Nc3nccs3)n2-c2ccccc2)cc1
-2.4,-7,3,-9,0.88,-44,-10,14,Cc1cc(C)cc(NC(=O)C2CCCN2S(=O)(=O)c2ccc3c(c2)n(C)c(=O)c(=O)n3C)c1 (configuration not stated)
-1.6,3,-1,-12,0.96,-21,3,3,CC(C)CCNC(=O)CCc1nnc2ccc(N3CCC(C)CC3)nn12
-2.0,-6,1,-26,0.96,1,1,-3,CCCc1nnc(SCC(=O)N2C(C)CCCC2C)n1CC (configuration not stated)
0.3,-2,-3,-4,0.82,23,4,-1,COc1cccc(-n2ccnc2SCC(=O)NCc2ccccc2)c1
85*,-6,-4,-14,1.2,20,0,5,COc1ccccc1OCCNC(=O)Nc1ccc(Br)cc1
18,-2,-1,-13,1.1,4,3,15,CCCCC(=O)NC(NC(=S)N1CCCCCC1)C(Cl)(Cl)Cl (configuration not stated)
0.6,-10,0,-12,1.2,0,1,-1,COC(=O)CC1Nc2ccccc2SC1=O (configuration not stated)
0.7,-13,-1,51*,0.9,13,0,-12,COC(=O)c1sccc1NC(=O)Cc1ccc(OC)cc1
-0.1,5,2,-23,0.97,0,2,5,Cc1cn(-c2ccc(Br)cc2)[nH]c1=O
3.3,11,-2,14,1,21,2,-1,CCCOC(=O)Nc1c(C)cccc1C(C)C
0.1,-10,1,10,0.9,-2,2,1,COc1ccc(/C=C/C(=O)OCC(=O)N2CC(=O)Nc3ccccc32)cc1
0.1,-2,-2,1,0.96,17,0,0,COc1cccc(C(=O)N/N=c2\sc3ccccc3n2C)c1
0.9,9,4,-5,1.1,5,1,-2,O=C(NC1CCSc2ccccc21)c1ccc(F)cc1 (configuration not stated)
-13,-12,-1,-4,1,16,1,-1,Cc1c(CNC(=O)c2cnn3c2NC(c2ccc(Br)cc2)CC3C(F)(F)F)cnn1C (configuration not stated)
73*,2,1,-7,0.82,14,-4,-28,CC(C)CSC1=NSC2=NC(=O)/C(=C\c3ccccc3)C(=N)N12
0.0,3,0,-6,1.1,1,1,-4,COc1ccc(C(=O)OCC(=O)Nc2ccc(N3CCOCC3)cc2)cc1OC
-1.3,-5,1,-13,1.2,10,0,-9,COc1ccc(NC(=O)[C@H](C)NC(=O)C2CCN(S(=O)(=O)c3ccc(OC)cc3)CC2)cc1
0.8,-13,2,-8,0.9,3,-1,6,COc1ccc(CC(=O)Nc2sc3c(c2C(N)=O)CCCC3)cc1OC

# In another format: two of the compounds above.
CCCCC(=O)NC(NC(=S)N1CCCCCC1)C(Cl)(Cl)Cl (configuration not stated)
  MPTP inh: 18
  ATG4B inh: -2
  NR3A LBD binder: -1
  SENP6 inh: -13
  hIAP act: 1.1
  SENP8 inh: 4
  SENP1 FRET inh: 3
  PfGluPho inh: 15
COc1cccc(C(=O)N/N=c2\sc3ccccc3n2C)c1
  MPTP inh: 0.1
  ATG4B inh: -2
  NR3A LBD binder: -2
  SENP6 inh: 1
  hIAP act: 0.96
  SENP8 inh: 17
  SENP1 FRET inh: 0
  PfGluPho inh: 0

# Assay outcomes from PubChem BioAssay.
